# ERa coact pot = enhancers of ERα–SRC-1 coactivator binding, primary screen, biochemical, TR-FRET, ERα LBD, low estradiol; TR-FRET ERalpha-LBD/SRC-Cy5 coactivator binding, 2 h; 100 = basal binding, no effect; 1.3% of 86,000 active; coactivator binding (% of control), % at 25.6 µM; Estrogen receptor (Homo sapiens), P03372; in the data active = activity above about 200%;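 note: binding measured in presence of low estradiol as agonist stimulus; 0% = peptide alone without receptor and 100% = receptor with peptide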
# Target sequence (P03372 whole entry, looked up, the tested form may be a part): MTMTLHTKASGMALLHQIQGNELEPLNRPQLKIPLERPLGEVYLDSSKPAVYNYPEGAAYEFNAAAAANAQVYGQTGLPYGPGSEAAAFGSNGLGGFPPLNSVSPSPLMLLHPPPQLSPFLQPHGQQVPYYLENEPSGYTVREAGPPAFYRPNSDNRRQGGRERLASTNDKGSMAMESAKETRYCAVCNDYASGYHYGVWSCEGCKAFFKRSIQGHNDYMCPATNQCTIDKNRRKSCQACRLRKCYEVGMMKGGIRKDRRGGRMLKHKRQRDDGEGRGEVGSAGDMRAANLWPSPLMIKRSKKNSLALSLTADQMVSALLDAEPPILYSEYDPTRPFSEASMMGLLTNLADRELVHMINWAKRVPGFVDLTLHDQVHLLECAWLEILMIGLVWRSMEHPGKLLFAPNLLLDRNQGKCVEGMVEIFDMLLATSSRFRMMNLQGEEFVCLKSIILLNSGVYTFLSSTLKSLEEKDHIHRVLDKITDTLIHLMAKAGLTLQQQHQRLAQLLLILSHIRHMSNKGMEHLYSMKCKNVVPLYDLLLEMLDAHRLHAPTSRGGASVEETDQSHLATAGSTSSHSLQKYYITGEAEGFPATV
# Smad3 FoxH1 inh = Smad3/FoxH1 peptide binding inhibitors, primary screen, biochemical, TR-FRET; Mothers against decapentaplegic homolog 3 (Homo sapiens), P84022; TR-FRET Smad3/Dy647-FoxH1 peptide binding, europium anti-His; inhibition, % at 25 µM; 0.29% of 88,000 active;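 active = compounds that reduce the energy-transfer binding signal between the protein and its labelled peptide by more than half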;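 note: 0% = Smad3 plus labelled peptide maximal FRET and 100% = peptide-only background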
# ERa coact inh = ERα–SRC-1 coactivator interaction inhibitors, primary screen, biochemical, TR-FRET, ERα LBD, estradiol-bound | inhibition, % at 25.6 µM | Estrogen receptor (Homo sapiens), P03372 | TR-FRET ER-alpha LBD / SRC-1 peptide | 1.7% of 86,000 active | AID 629, 2007; in the data active = inhibition above about 50%;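 note: 0% = receptor plus peptide control and 100% = peptide only without receptor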
# Fibroblast inh = antiproliferative effect on LL 47 fibroblasts – human, LL 47 cells, CellTiter-Glo luminescence, primary screen; LL 47 human lung fibroblast viability, ATP luminescence; active compounds read low; viability, % at 10 µM; 1.1% of 85,000 active; AID 719, 2007;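 active = viability at or below 50% in the single dose screen; inactive = viability above 50%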;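 note: compound exposure lasted 72 h before the ATP readout; 100% = median luminescence of untreated cell-only wells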
#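 Test system: LL 47 human lung fibroblasts / Incubation: 72 h compound exposure at 37 °C after overnight plating / Technique: luminescent ATP detection, CellTiter-Glo / Compound dosing: 0.1% DMSO in all compound wells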
# ERb SRC1 inh = inhibitors of ERβ-SRC1 coactivator interaction, primary screen, biochemical, TR-FRET, ERβ LBD, SRC-1 peptide; TR-FRET ER-beta LBD / SRC1-Cy5 peptide binding; receptor agonist-loaded with 1 µM estradiol; inhibition, % at 25.6 µM; 1.3% of 86,000 active; AID 633, 2007;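 active = compounds whose percent inhibition of the receptor-coactivator binding signal exceeds about 50% in the single-dose screen, limit read from the data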;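 note: 0% = receptor plus peptide wells without compound and 100% = peptide-only wells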
# Target sequence (Q92731 whole entry, looked up, the tested form may be a part): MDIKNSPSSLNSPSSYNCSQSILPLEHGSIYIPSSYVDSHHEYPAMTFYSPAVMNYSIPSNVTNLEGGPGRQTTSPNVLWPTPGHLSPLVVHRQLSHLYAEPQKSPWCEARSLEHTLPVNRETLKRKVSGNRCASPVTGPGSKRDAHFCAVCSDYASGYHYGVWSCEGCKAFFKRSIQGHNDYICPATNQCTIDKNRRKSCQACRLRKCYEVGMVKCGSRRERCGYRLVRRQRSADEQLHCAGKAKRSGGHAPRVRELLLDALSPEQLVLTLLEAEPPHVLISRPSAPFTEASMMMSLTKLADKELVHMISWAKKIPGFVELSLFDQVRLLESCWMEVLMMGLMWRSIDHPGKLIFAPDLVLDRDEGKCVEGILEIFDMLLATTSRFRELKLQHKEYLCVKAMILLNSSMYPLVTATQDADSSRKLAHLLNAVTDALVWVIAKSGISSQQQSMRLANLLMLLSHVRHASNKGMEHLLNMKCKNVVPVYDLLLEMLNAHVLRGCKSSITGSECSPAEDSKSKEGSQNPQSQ
# H69AR growth 86K = proliferation blockers of H69AR lung cancer cells, primary screen, cell-based, human, 86K library; H69AR lung tumor viability, ATP luminescence, 72 h; active compounds read low; viability, % at 10 µM; 6% of 85,000 active; AID 598, 2007;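 active = viability at or below 40%; inactive = viability above 40%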;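 note: multidrug resistant small cell line overexpressing MRP-1 efflux transporter; 100% = mean luminescence of untreated control wells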
# sEH activator = soluble epoxide hydrolase activators, primary screen, biochemical, human sEH; AID 717, 2007; Bifunctional epoxide hydrolase 2 (Homo sapiens), P34913; 0.04% of 91,000 active; activation, % at 2 µM; purified human sEH enzymatic activity, activator screen; in the data active = activation above about 37%; note: values of inactives mirror those of a sister screen read the other way
# Candida biofilm = clotrimazole potentiators killing Candida biofilms, primary screen, with clotrimazole, Alamar Blue | C. albicans biofilm + clotrimazole | inhibition, % at 6 µM | 0.14% of 85,000 active | AID 834, 2007;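 active = inhibition above 20%; inactive = inhibition below 20%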;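 note: preformed 24 hr biofilms exposed to compound for 48 hr; 0% = biofilm without compound and 100% = blank killed by clotrimazole plus chlorhexidine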
# HUVEC inhibit = inhibitors of HUVEC proliferation, primary screen, cell-based, 384-well; CellTiter-Glo luminescence, 72 h; active compounds read low; viability, % at 10 µM (by protocol); 1.1% of 86,000 active;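 active = viability at or below 30%; inactive = viability above 30%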;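 note: 100% = median luminescence of DMSO-only cell control wells on each plate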
# * hit, by the source's call; nt = not tested or not shown; [ ] = remark or other dose. An excerpt. The share of hits here may be higher or lower than overall.
SMILES,ERa coact pot,Smad3 FoxH1 inh,ERa coact inh,Fibroblast inh,ERb SRC1 inh,H69AR growth 86K,sEH activator,Candida biofilm,HUVEC inhibit
Cc1nn(-c2ccccc2)c2c1C(c1c(C)[nH]c(C#N)c1C)C(C#N)=C(N)O2 (stereo not drawn),109,21,-1,99,2,89,5,7,97
N#CCC(=O)N1CCCCCC1,118,1,5,100,-8,87,-7,1,104
COc1ccc(CCC(=O)Nc2ccc3c(c2)OCCO3)cc1,117,4,1,94,-3,90,-16,9,92
CCn1c(Cn2nnc(-c3ccccc3)n2)nnc1SCC(=O)N1CCOCC1,96,2,0,93,-9,96,9,2,97
CCOC(=O)c1c(NC(=O)CC)sc(C(=O)N2CCCCC2)c1C,88,-5,25[fluorescence artefact?],87,24,89,-1,12,102
CN1CCN(C(=O)c2cc3ccccc3oc2=O)CC1,97,-15,4,108,1,85,-6,6,108
CN(C(=O)COc1ccccc1)c1nnc(-c2ccncc2)s1,103,-2,0,92,8,93,nt,5,85
Cc1ccc(-n2ncc3c(=O)[nH]c(SCC(=O)N4CCN(c5ccccc5)CC4)nc32)cc1,151,-3,21[fluorescence artefact?],98,53*[fluorescence artefact?],59,4,7,98
CC1(C)Cc2c(c(-c3ccccc3)nc(N3CCCC3)c2C(N)=O)CO1,97,-7,8,100,2,91,nt,12,97
Cc1ccc(NC(=O)Nc2ccc3c(c2)N(C)C(=O)CS3)nc1,86[fluorescence artefact?],11,39,100,14,64,1,7,71
C=CCn1c(CSc2nc3ccccc3s2)nnc1SCC(=O)NCc1ccco1,121[fluorescence artefact?],-2,45[fluorescence artefact?],96,25,55,-4,-5,90
O=C(CN1CCN(c2ccccn2)CC1)Nc1cc(C(F)(F)F)ccc1Cl,125,-4,-4,97,-9,68,-7,10,105
CC(=O)c1ccc(N2CCN(C(=O)CCCn3c(=S)[nH]c4cc5c(cc4c3=O)OCO5)CC2)cc1,111[fluorescence artefact?],-15,34[fluorescence artefact?],88,17,73,-4,5,77
COC(=O)c1ccccc1NC(=O)NCc1ccco1,93,-4,0,103,14,91,-4,7,98
CC1(C)NC(=O)N(CCCCOc2ccc(Br)cc2Cl)C1=O,94,3,-1,88,10,83,-8,-5,74
CCOc1ccc(NC(=O)CSc2nnc(-c3ccccn3)n2N)cc1,117,-6,9,98,-2[fluorescence artefact?],93,-8,0,104
CCn1c(SCc2cccnc2)nnc1-c1c[nH]c2ccccc12,121,5,3,94,-12[fluorescence artefact?],90,nt,2,107
COCCOC(=O)C1=C(C)NC(=O)NC1c1c(OC)ncnc1OC (stereo not drawn),103,4,-46,100,-20,89,nt,-1,96
CCc1ccc(NC(=O)CSc2nc3cc(C(=O)OC)ccc3c(=O)n2CC2CCCO2)cc1 (stereo not drawn),100[fluorescence artefact?],-15,12,36*,10[fluorescence artefact?],3.5*,10,1,48
Cc1c(C(=O)N2CCOCC2)sc(NC(=O)c2ccc3c(c2)OCO3)c1C#N,63,8,22,112,22,nt,-12,9,103
CCC(SC1=Nc2ccccc2C2=NC(CC(C)C)C(=O)N12)C(=O)Nc1ccc2c(c1)OCO2 (stereo not drawn),86,8,19,71,8,61,-2,2,86
O=c1[nH]c2ccc(S(=O)(=O)N3CCCCC3)cc2o1,81,-9,-2,94,-3,86,2,4,91
CCn1c(SCC(=O)Nc2cc(C)on2)nnc1-c1ccc(S(=O)(=O)N2CCCC2)cc1,122,13[fluorescence artefact?],0,99,-9,92,-10,5,104
O=C(c1ccc(Br)cc1)C1CCc2occc2C1=O (stereo not drawn),93,1,8,102,20[fluorescence artefact?],93,2,6,111
O=C(Nc1ccccc1C(=O)N1CCCCC1)C1CCCCC1,109,-14,2,99,5,89,nt,8,96
Cc1cccc(Cn2cnc3c(nnn3Cc3ccccc3F)c2=O)c1,104,4,6,102,-4,96,-7,4,101
O=S(=O)(Nc1ncn[nH]1)c1ccc(Cl)cc1,100,13[fluorescence artefact?],-8,100,-9,93,4,9,96
O=C(Cc1ccc(NS(=O)(=O)c2ccc(F)cc2)cc1)NCc1ccccc1,54,6,44[fluorescence artefact?],89,5,90,-13,8,112
CCOC(=O)N1CCN(C(=O)COc2cc(=O)n(CC)c3ccccc23)CC1,118,-14,-1,99,-1,69,23,5,89
O=S(=O)(c1ccccc1)N1CCN(C2CCCCCCC2)CC1,99,9[fluorescence artefact?],-24,91,-31,87,-6,5,93
Cc1ccc(S(=O)(=O)N[C@H](C(=O)N2CCC(C(=O)NCC(=O)O)CC2)C(C)C)cc1,104,-3,-5,101,-1,102,3,8,99
COc1ccc(NC(=O)C2CC(=O)OC23CCOC(C)(C)C3)cc1 (stereo not drawn),96,1,-1,98,6,88,-6,5,91
COc1ccccc1C1NC(=O)NC(C)=C1C(C)=O (stereo not drawn),117,0,-3,105,-4,154,8,-5,105
O=C1c2ccccc2C(=O)N1CCN1CCOCC1,111,-3,-2,103,-6,85,-12,3,107
CN(C)CCSc1nc(N)c2c3c(sc2n1)COC(C)(C)C3,90,2,0,105,14,91,0,7,87
CC(C)C(c1nnnn1Cc1ccccc1)N1CCC(C(N)=O)CC1 (stereo not drawn),116,-3,-7,91,-15,93,6,7,85

# Complete entries from above. Order of values: ERa coact pot	Smad3 FoxH1 inh	ERa coact inh	Fibroblast inh	ERb SRC1 inh	H69AR growth 86K	sEH activator	Candida biofilm	HUVEC inhibit
# `Cc1cccc(Cn2cnc3c(nnn3Cc3ccccc3F)c2=O)c1` across the screens: 104	4	6	102	-4	96	-7	4	101
# `CCOC(=O)N1CCN(C(=O)COc2cc(=O)n(CC)c3ccccc23)CC1` across the screens: 118	-14	-1	99	-1	69	23	5	89

# The results go on.
SMILES,ERa coact pot,Smad3 FoxH1 inh,ERa coact inh,Fibroblast inh,ERb SRC1 inh,H69AR growth 86K,sEH activator,Candida biofilm,HUVEC inhibit
Cc1cc(C(C)(C)C)oc1C(=O)N1CCN(C(=O)c2oc(C(C)(C)C)cc2C)CC1,88,5,-8,97,-6,66,-10,4,83
Cc1cc(Nc2ccccc2N2CCOCC2)n2ncnc2n1,111,-2,-9[fluorescence artefact?],98,-5,82,-15,10,101
Cc1ccc2c(CC(=O)OC(C)C(=O)NCc3ccc4c(c3)OCO4)coc2c1 (stereo not drawn),106,-5,-27,100,-23,98,nt,8,102
CCn1c(NC(=O)c2cccs2)nc2ccccc21,92,0,0,65,-11,33*,-6,2,79
COc1cc2c(cc1OC)C(c1cc3cc4c(cc3[nH]c1=O)OCO4)N(C(=O)C(C)C)CC2 (stereo not drawn),90,3,-20,99,-15,87,4,3,100
CCC(C)[C@H](N)c1nnc(SCc2cccc(F)c2)o1 (stereo partly drawn),113,8,-8,106,-8,94,-2,9,104
N#Cc1c(NC(=O)c2ccccc2)sc2c1CCC2,100,-14,1[fluorescence artefact?],84,16,21*,4,8,55
COc1cc(NC(=O)c2cc3sccc3n2C)cc(OC)c1,102,0,7[fluorescence artefact?],92,5[fluorescence artefact?],71,11,2,75
O=C(CN1CCN(S(=O)(=O)c2ccc(Br)cc2)CC1)Nc1ccc(F)cc1,119,-8,11,99,1[fluorescence artefact?],1.6*,-2,0,92
CCn1nnnc1SCCSc1nnnn1CC,110,1,1,97,3,86,-2,3,94
COc1ccccc1CNC(=O)CSc1nc2nc(C)cc(C)n2n1,111,11,3[fluorescence artefact?],108,1[fluorescence artefact?],105,-6,-1,99
CC(OC(=O)c1cccs1)C(=O)NCc1cccs1 (stereo not drawn),117,7,-3,102,-10,106,4,7,94
CSc1nc2ccc(NS(=O)(=O)c3ccc4c(c3)OCCO4)cc2s1,93,18,-8[fluorescence artefact?],104,-1,108,nt,2,103
Cc1ncsc1CCSc1n[nH]c(=O)n1-c1ccccc1,127,-3,0,103,-5,99,1,2,104
CCOC(=O)c1[nH]nc2c1C(=O)N(Cc1ccccc1)C2=O,81,6,-2,105,-1,98,4,-2,101
CC1(C)CC(=O)C2=C(C1)N(Cc1cccnc1)C(=O)C2(NC(=O)c1cccnc1)C(F)(F)F (stereo not drawn),110,-5,2[fluorescence artefact?],101,-4[fluorescence artefact?],92,0,11,87
O=C(C[n+]1ccc(C(=O)N/N=C/c2ccc(Cl)cc2Cl)cc1)c1ccccc1,94,8,-7[fluorescence artefact?],100,-9,87,-30,3,99
N#CCSCC(=O)Nc1ccc(Cl)cc1,105,-13,-11,104,-3,94,6,3,104
CCCC(C(=O)NCc1ccco1)N(C(=O)CNS(=O)(=O)c1ccc(Cl)cc1)C1CCCC1 (stereo not drawn),94,5,7,87,4,81,-4,6,81
c1cncc(-c2nc(-c3ccco3)cs2)c1,83,2,5,98,60*[fluorescence artefact?],102,nt,11,92

# Reformatted tab-delimited: part of the list above.
molecule	ERa coact pot	Smad3 FoxH1 inh	ERa coact inh	Fibroblast inh	ERb SRC1 inh	H69AR growth 86K	sEH activator	Candida biofilm	HUVEC inhibit
Cc1cc(Nc2ccccc2N2CCOCC2)n2ncnc2n1	111	-2	-9[fluorescence artefact?]	98	-5	82	-15	10	101
Cc1ccc2c(CC(=O)OC(C)C(=O)NCc3ccc4c(c3)OCO4)coc2c1 (stereo not drawn)	106	-5	-27	100	-23	98	nt	8	102
CCn1c(NC(=O)c2cccs2)nc2ccccc21	92	0	0	65	-11	33*	-6	2	79
COc1cc2c(cc1OC)C(c1cc3cc4c(cc3[nH]c1=O)OCO4)N(C(=O)C(C)C)CC2 (stereo not drawn)	90	3	-20	99	-15	87	4	3	100
CCC(C)[C@H](N)c1nnc(SCc2cccc(F)c2)o1 (stereo partly drawn)	113	8	-8	106	-8	94	-2	9	104
N#Cc1c(NC(=O)c2ccccc2)sc2c1CCC2	100	-14	1[fluorescence artefact?]	84	16	21*	4	8	55
COc1cc(NC(=O)c2cc3sccc3n2C)cc(OC)c1	102	0	7[fluorescence artefact?]	92	5[fluorescence artefact?]	71	11	2	75
O=C(CN1CCN(S(=O)(=O)c2ccc(Br)cc2)CC1)Nc1ccc(F)cc1	119	-8	11	99	1[fluorescence artefact?]	1.6*	-2	0	92
CCn1nnnc1SCCSc1nnnn1CC	110	1	1	97	3	86	-2	3	94
COc1ccccc1CNC(=O)CSc1nc2nc(C)cc(C)n2n1	111	11	3[fluorescence artefact?]	108	1[fluorescence artefact?]	105	-6	-1	99
CC(OC(=O)c1cccs1)C(=O)NCc1cccs1 (stereo not drawn)	117	7	-3	102	-10	106	4	7	94
CSc1nc2ccc(NS(=O)(=O)c3ccc4c(c3)OCCO4)cc2s1	93	18	-8[fluorescence artefact?]	104	-1	108	nt	2	103
Cc1ncsc1CCSc1n[nH]c(=O)n1-c1ccccc1	127	-3	0	103	-5	99	1	2	104
CCOC(=O)c1[nH]nc2c1C(=O)N(Cc1ccccc1)C2=O	81	6	-2	105	-1	98	4	-2	101
CC1(C)CC(=O)C2=C(C1)N(Cc1cccnc1)C(=O)C2(NC(=O)c1cccnc1)C(F)(F)F (stereo not drawn)	110	-5	2[fluorescence artefact?]	101	-4[fluorescence artefact?]	92	0	11	87
O=C(C[n+]1ccc(C(=O)N/N=C/c2ccc(Cl)cc2Cl)cc1)c1ccccc1	94	8	-7[fluorescence artefact?]	100	-9	87	-30	3	99
